Compound activity deposited in PubChem by National Center for Advancing Translational Sciences (NCATS).
TDP-43 yeast inh = qHTS of TDP-43 Inhibitors. Potency, µM (highest dose often 46.1 µM), for inactives: at the highest dose growth rescue (activation), hits mostly activators. TDP-43 expressing yeast growth rescue, BacTiter-Glo, 24 h. 1.8% of 410,000 active; further: potency means the concentration at half of the fitted maximal effect; % of control where 0% means no effect; nearly all actives have a fitted effect of over 50% in size
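Luminescence from BacTiter-Glo reports growth of TDP-43-expressing yeast after 24 hr at 30 deg C with compound. Cells were raffinose-pregrown to mid-log, then seeded in galactose medium at OD600=0.02.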
GLP1R inv ag = qHTS of GLP-1 Receptor Inverse Agonists (Inhibition Mode) | Glucagon-like peptide 1 receptor (Homo sapiens), P43220 | Potency, µM (highest dose often 38.3 µM), for the others: at the top dose activity change, negative = inhibition, actives largely listed as inhibitors | HEK293 GLP-1R CRE-luciferase, luminescence, 24 h; GLP-1R form is constitutively active | 1.6% of 410,000 active; further: potency means the concentration at half of the fitted maximal effect; on the % scale 0 is the no-effect control and ±100 the full control effect; nearly all actives have a fitted effect of over 55% in size
Target sequence (P43220 whole entry, looked up): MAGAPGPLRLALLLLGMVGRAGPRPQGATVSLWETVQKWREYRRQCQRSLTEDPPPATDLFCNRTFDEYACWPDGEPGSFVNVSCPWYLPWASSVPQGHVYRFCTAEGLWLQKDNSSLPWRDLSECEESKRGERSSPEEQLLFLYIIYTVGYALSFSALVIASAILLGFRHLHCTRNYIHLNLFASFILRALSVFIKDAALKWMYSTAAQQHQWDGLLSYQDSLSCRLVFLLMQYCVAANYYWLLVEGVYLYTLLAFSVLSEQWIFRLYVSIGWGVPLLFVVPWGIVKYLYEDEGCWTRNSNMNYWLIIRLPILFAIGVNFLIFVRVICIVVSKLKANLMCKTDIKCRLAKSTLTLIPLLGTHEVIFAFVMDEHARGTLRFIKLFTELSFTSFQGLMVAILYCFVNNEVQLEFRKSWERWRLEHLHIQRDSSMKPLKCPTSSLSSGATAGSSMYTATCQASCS
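Constitutively active GLP-1R drives a cAMP-responsive luciferase in stably transfected HEK293 cells; test compounds are added after overnight (12 h) attachment and left 24 hr, and signal loss in luminescence marks inhibition.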
MmCpn inh = Inhibitors of TCP-1 ring complex (TRiC) of Methanococcus maripaludis (MmCpn): qHTS; Chaperonin Mm-Cpn (Methanococcus maripaludis); purified Mm-Cpn ATPase, ADP Transcreener TR-FRET; Potency, µM (series often up to 76.9 µM), for the others: at the top dose activity, negative = inhibition, most hits filed as inhibitors; 0.031% of 330,000 active; AID 504842, 2011; further: potency means the concentration at half of the fitted maximal effect; on the % scale 0 is the no-effect control and ±100 the full control effect; nearly all actives have a fitted effect of over 80% in size
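Compound-treated chaperonin, 25 nM final, turns over 10 uM ATP at 37°C for 30 min following a 10 min preincubation; ADP generated competes with ADP-d2 for Eu-cryptate antibody, lowering FRET.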
Abeta rescue = qHTS for compounds that reverse cellular toxicity of Amyloid beta (A-beta) peptide in yeast: Primary Screen; yeast expressing A-beta42, growth rescue, OD600, 48 h; response scale: 0% DMSO, 100% iron-clioquinol control; Potency, µM (doses to about 46.1 µM), for inactives: at the highest dose growth rescue, actives largely listed as activators; 0.063% of 410,000 active; AID 1347071, 2019; further: potency means the concentration at half of the fitted maximal effect; nearly all actives have a fitted effect of over 55% in size
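Yeast A-beta toxicity model in growth medium with pinned compounds, 48 h at 30 C; growth read as absorbance at 600 nm. Normalized to FeCl3/clioquinol equimolar mix (positive) and DMSO (negative).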
aSyn yeast inh = qHTS of alpha-syn Inhibitors | Yeast expressing alpha-synuclein, growth rescue, BacTiter-Glo, 24 h | Potency, µM (top dose mostly 46.1 µM), for inactives: at the highest dose growth rescue (activation), usual class: activators | 0.14% of 370,000 active | AID 652106, 2013; further: potency means the concentration at half of the fitted maximal effect; % of control where 0% means no effect; nearly all actives have a fitted effect of over 65% in size
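Readout is rescue of growth in alpha-synuclein-expressing yeast, so inhibitors of toxicity appear as activators. Growth after 24 hr at 30 deg C in galactose medium is quantified by luminescence.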
HEK293 tox = qHTS of GLP-1 Receptor Inverse Agonists: Cytotox Screen | HEK293 cAMP-luciferase reporter cells, luminescence, 24 h | Potency, µM (doses to about 38.3 µM), for the others: top-dose activity change, negative = inhibition, hits mostly inhibitors | 0.13% of 410,000 active | AID 624418, 2012;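 further: loss of luciferase light is scored as toxicity; potency means the concentration at half of the fitted maximal effect; on the % scale 0 is the no-effect control and ±100 the full control effect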
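Cells in DMEM/10% Nu serum/1% pen-strep, 1536-well format. Pre-incubated 12 h, dosed with 23 nL compound, incubated a further 24 h. Luciferase detection, 12 min at room temp, luminescence.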
FUS yeast rescue = qHTS for Suppressors of FUS Proteinopathy: Primary screen using FUS-linked yeast assay. S. cerevisiae FUS-expressing, growth rescue, OD600, 24 h. 0.24% of 390,000 active. AID 1347120, 2019. Potency, µM (titrated, usually from 76.6 µM), inactives show at the top dose growth rescue (activation), actives largely listed as activators;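 further: potency means the concentration at half of the fitted maximal effect; plate controls were DMSO vehicle for no effect and reference control for full effect; nearly all actives have a fitted effect of over 55% in size; some results filed as inactive show a strong effect at the top dose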
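S. cerevisiae expressing FUS from galactose induction served as the toxicity model. Growth after 24hr at 30C, read as absorbance at 600 nm, indicates suppression of toxicity; compounds dosed at several concentrations.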
PTHR1 agonist = qHTS for PTHR1 Agonists: Primary Screen. Parathyroid hormone/parathyroid hormone-related peptide receptor (Homo sapiens), Q03431. HEK293 GP2 PTHR1 cells, GloSensor cAMP luminescence, 1 h. Potency, µM (titrated, usually from 115 µM), without a hit: top-dose activation, hits mostly activators. 0.075% of 410,000 active. AID 743266, 2014; further: potency means the concentration at half of the fitted maximal effect; nearly all actives have a fitted effect of over 55% in size; some results filed as inactive show a strong effect at the top dose; inactives centre near -15; many of its hits are not listed in these tables
Target sequence (Q03431 whole entry, looked up): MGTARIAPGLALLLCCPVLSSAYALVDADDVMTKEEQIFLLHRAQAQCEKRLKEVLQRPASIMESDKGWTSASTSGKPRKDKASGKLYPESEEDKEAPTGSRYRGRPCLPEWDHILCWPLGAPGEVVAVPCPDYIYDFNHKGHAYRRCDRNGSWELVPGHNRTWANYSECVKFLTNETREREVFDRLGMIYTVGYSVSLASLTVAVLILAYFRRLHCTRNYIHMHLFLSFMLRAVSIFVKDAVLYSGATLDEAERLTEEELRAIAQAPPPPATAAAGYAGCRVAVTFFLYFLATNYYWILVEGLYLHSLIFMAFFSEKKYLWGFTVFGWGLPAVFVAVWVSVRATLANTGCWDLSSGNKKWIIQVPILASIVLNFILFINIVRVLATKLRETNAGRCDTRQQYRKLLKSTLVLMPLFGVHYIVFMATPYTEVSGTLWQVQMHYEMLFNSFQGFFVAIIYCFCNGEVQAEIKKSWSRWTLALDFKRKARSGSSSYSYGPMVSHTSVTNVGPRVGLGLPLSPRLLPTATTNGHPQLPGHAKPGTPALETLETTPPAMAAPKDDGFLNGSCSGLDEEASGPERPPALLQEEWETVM
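HEK-293-derived GP2 cells expressing PTHR1 and a GloSensor cAMP reporter, 3,000/well, plated overnight, given luciferin plus IBMX (each 0.5 mM as added) for 1 h at 37 °C, then compound for 1 h at 37 °C. Luminescence was read after 15 min at room temperature.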
pAkt inh = HTS Assay for Inhibitors of Akt Phophorylation: Primary Screen. 0.32% of 360,000 active. Neuro2A IGF-stimulated pAkt S473 HTRF, 20 min; active compounds read low. activity change, % for hits at 50 µM; in the data active means activity change below about -80%; inconclusive means mostly about -51% to -80%; further: on the % scale 0 is the no-effect control and ±100 the full control effect
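Single-point screen (50 µM final compound) in Neuro2A cells stimulated 20 min with 6 nM IGF at 37 deg C. After lysis, Ser473-phosphorylated Akt read by HTRF (ex 330 nm, em 615/665 nm) as the 665/615 ratio.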
Starred values were filed as active, the others as inactive; [ ] = another dose, or the depositor's remark. Unless noted, the call rests on the fitted dose curve; in most records, active means well fitted curve in the direction sought with a large enough effect; inconclusive means small, poorly fitted or top-dose-only effect, or another doubt; inactive means no such curve, though single readings can be large; an effect the other way counts as inactive or inconclusive. These rows are one share of the data (hit frequency here may not be typical).

`O=C(Nc1ccc(Cl)cc1)N(Cc1nc2ccccc2c(=O)[nH]1)Cc1cccs1` gave TDP-43 yeast inh 1%, GLP1R inv ag inconclusive, MmCpn inh 0%, Abeta rescue -3%, aSyn yeast inh 8%, HEK293 tox -25%, PTHR1 agonist -34%[inhibitor] and pAkt inh inactive.
CCN(CC)C(=O)Cn1ncc2c([nH]c3ccccc32)c1=O was read as TDP-43 yeast inh 23%, GLP1R inv ag 13%, Abeta rescue -9%, HEK293 tox 1%, FUS yeast rescue -7% and PTHR1 agonist -12%.
Screening Cc1c(C(=O)Nc2ccccc2)sc2nc(-c3ccccc3)cn12 returned TDP-43 yeast inh -7%, GLP1R inv ag inconclusive, MmCpn inh -23%, Abeta rescue 21%, aSyn yeast inh 1%, HEK293 tox -5%, FUS yeast rescue 41%, PTHR1 agonist -22% and pAkt inh inactive.
For C#Cc1ccc(CN2CCN(CCc3ccccc3)C(CCO)C2)cc1 (configuration not stated) the results were TDP-43 yeast inh -12%, GLP1R inv ag inconclusive, MmCpn inh 0%, Abeta rescue 0%, aSyn yeast inh 0%, HEK293 tox 8%, FUS yeast rescue -1%, PTHR1 agonist inconclusive and pAkt inh inactive.
Cn1c(OCc2cccnc2)nc2c1c(=O)n(Cc1ccc(F)cc1)c(=O)n2C was read as TDP-43 yeast inh -6%, GLP1R inv ag -26%, MmCpn inh -6%, Abeta rescue 4%, aSyn yeast inh 2%, HEK293 tox -14%, FUS yeast rescue -14%, PTHR1 agonist -25% and pAkt inh inactive.
For CCCCNC(=O)C1(C)CCN1C(=O)c1cc(C)n(C(C)(C)C)n1 (configuration not stated) the results were TDP-43 yeast inh 0%, GLP1R inv ag -6%, Abeta rescue 1%, aSyn yeast inh -1%, HEK293 tox -1%, FUS yeast rescue -20%, PTHR1 agonist -21% and pAkt inh inactive.
Screening COc1cccc(-c2nn(-c3ccccc3)cc2CN2CCCO2)c1 returned TDP-43 yeast inh 24%, GLP1R inv ag inconclusive, MmCpn inh -3%, Abeta rescue 5%, aSyn yeast inh 4%, HEK293 tox 2%, FUS yeast rescue 11%, PTHR1 agonist inactive and pAkt inh inactive.
Cc1ccc(CNS(=O)(=O)c2ccccc2[N+](=O)[O-])cc1 was read as TDP-43 yeast inh 0%, GLP1R inv ag -3%, MmCpn inh -1%, Abeta rescue 4%, aSyn yeast inh 10%, HEK293 tox 7%, FUS yeast rescue 20%, PTHR1 agonist -20% and pAkt inh inactive.
`COc1cccc(CN(C)CC(=O)N2CCN(S(=O)(=O)c3ccccc3)CC2)c1` gave TDP-43 yeast inh 5%, GLP1R inv ag -9%, Abeta rescue 1%, aSyn yeast inh 8%, HEK293 tox 0%, FUS yeast rescue -34%, PTHR1 agonist inactive and pAkt inh inactive.
Screening Cn1c2ccccc2c2c(C(=O)N3CCN(c4ccc(F)cc4)CC3)cn(C3CCCC3)c(=O)c21 returned TDP-43 yeast inh 13%, GLP1R inv ag 10µM*, MmCpn inh -2%, Abeta rescue -10%, aSyn yeast inh 10%, HEK293 tox -6%, FUS yeast rescue inconclusive, PTHR1 agonist -11%[57.5 µM] and pAkt inh inactive.
COc1ccccc1C(=O)NC(=S)Nc1cccnc1Cl was read as TDP-43 yeast inh -3%, GLP1R inv ag inconclusive, MmCpn inh -1%, Abeta rescue -6%, aSyn yeast inh -6%, HEK293 tox -2%, FUS yeast rescue -1%, PTHR1 agonist -32% and pAkt inh inactive.
Screening COc1cccc(CNS(=O)(=O)c2cc(CN3C(=O)c4cccnc4C3=O)ccc2OC)c1 returned TDP-43 yeast inh -1%, GLP1R inv ag -1%, MmCpn inh 1%, Abeta rescue -6%, aSyn yeast inh -4%, HEK293 tox 1%, FUS yeast rescue 14%, PTHR1 agonist -28% and pAkt inh inactive.
Screening COc1cc(/C=C/C(=O)OCC(=O)Nc2c(C)n(C)n(-c3ccccc3)c2=O)ccc1OCC#N returned TDP-43 yeast inh 5%, GLP1R inv ag 7%, MmCpn inh -2%, Abeta rescue -14%, aSyn yeast inh 3%, HEK293 tox 0%, FUS yeast rescue 12%, PTHR1 agonist -3% and pAkt inh inactive.
For COc1cccc(-c2cc(C(F)(F)F)n3nc(N)nc3n2)c1 the results were TDP-43 yeast inh 19%, GLP1R inv ag 123%[activator], MmCpn inh -3%, Abeta rescue 18%, aSyn yeast inh 1%, HEK293 tox -11%, FUS yeast rescue -3%, PTHR1 agonist -13%[57.5 µM] and pAkt inh inactive.
For CC1CCN(c2nc3c(c(=O)[nH]c(=O)n3C)n2CCCc2ccccc2)CC1 the results were TDP-43 yeast inh 0%, GLP1R inv ag 31%[activator], MmCpn inh 2%, Abeta rescue -8%, aSyn yeast inh 0%, HEK293 tox 12%, FUS yeast rescue 13%, PTHR1 agonist -17% and pAkt inh inactive.
COC(=O)c1cccc2c1-c1ccccc1/C2=N\NC(N)=O was read as TDP-43 yeast inh -2%, GLP1R inv ag -6%, MmCpn inh 0%, Abeta rescue -14%, aSyn yeast inh 18%, HEK293 tox -3%, FUS yeast rescue -7%, PTHR1 agonist inactive and pAkt inh inactive.
COc1ccccc1N1CCN(C(=O)C2CCCCN2S(=O)(=O)c2ccc(C)cc2)CC1 (configuration not stated) was read as TDP-43 yeast inh 7%, GLP1R inv ag inconclusive, MmCpn inh 0%, Abeta rescue 5%, aSyn yeast inh 0%, HEK293 tox 9%, FUS yeast rescue 18%, PTHR1 agonist -12% and pAkt inh inactive.
Screening NC(=O)CS(=O)(=O)c1ccc(Cl)cc1 returned TDP-43 yeast inh -2%[9.22 µM], GLP1R inv ag -2%, MmCpn inh -5%, Abeta rescue 11%, aSyn yeast inh -1%, HEK293 tox 5%, FUS yeast rescue -18%, PTHR1 agonist inactive and pAkt inh inactive.
For COc1cc2c(cc1OC)C(C(=O)Nc1ccc3c(c1)OCCO3)C1c3ccccc3CCN1C2=O (configuration not stated) the results were TDP-43 yeast inh 3%, GLP1R inv ag 13%, MmCpn inh 0%, Abeta rescue -2%, aSyn yeast inh 14%, HEK293 tox 16%, FUS yeast rescue inconclusive, PTHR1 agonist -20% and pAkt inh inactive.
Screening Cc1nnc(C)n1/N=C/c1cccc([N+](=O)[O-])c1 returned TDP-43 yeast inh -14%, GLP1R inv ag -12%, MmCpn inh -1%, Abeta rescue -3%, aSyn yeast inh 0%, HEK293 tox -3%, FUS yeast rescue -5%, PTHR1 agonist -7% and pAkt inh inactive.
Screening Cn1c(=O)c2cc(NC(=O)NCCc3ccccc3)ccc2n1Cc1cccc(C(F)(F)F)c1 returned TDP-43 yeast inh 24%, GLP1R inv ag -32%, Abeta rescue 10%, aSyn yeast inh 0%, HEK293 tox -13%, FUS yeast rescue 17%, PTHR1 agonist -51%[inhibitor] and pAkt inh inactive.
`CC(C)Nc1nc2n(c(=O)n1)CCN2C(C)C` gave TDP-43 yeast inh -24%, GLP1R inv ag 0%, MmCpn inh 1%, Abeta rescue -19%, aSyn yeast inh 0%, HEK293 tox -15%, FUS yeast rescue 5%, PTHR1 agonist -1% and pAkt inh inactive.
O=C(Nc1nc(-c2ccc(Cl)cc2)cs1)C1=COCCO1 was read as TDP-43 yeast inh inconclusive, GLP1R inv ag 0%, MmCpn inh -5%, Abeta rescue 2%, aSyn yeast inh -9%, HEK293 tox 8%, FUS yeast rescue -6%, PTHR1 agonist -30% and pAkt inh inactive.
For CCOc1cc(C=O)ccc1OCC(=O)NC(C)(C)C the results were TDP-43 yeast inh 4%, GLP1R inv ag 0%, MmCpn inh 0%, Abeta rescue 8%, aSyn yeast inh 1%, HEK293 tox -3%, PTHR1 agonist inactive and pAkt inh inactive.
For CC(C)C1=C2OC(N)=C(C#N)C(C#N)=C2C(C)CC1 (configuration not stated) the results were TDP-43 yeast inh 0%, GLP1R inv ag -11%, MmCpn inh 0%, Abeta rescue 0%, aSyn yeast inh -2%, HEK293 tox 72%[activator], FUS yeast rescue -8%, PTHR1 agonist inactive and pAkt inh inactive.
COc1ccc(NS(=O)(=O)c2ccc(Br)s2)cc1OC was read as TDP-43 yeast inh -8%, GLP1R inv ag 10%, MmCpn inh 0%, Abeta rescue 1%, aSyn yeast inh 1%, HEK293 tox -6%, FUS yeast rescue 24%, PTHR1 agonist -6%[57.5 µM] and pAkt inh inconclusive.
For Cc1cc(NC(=O)Cc2ccccc2)no1 the results were TDP-43 yeast inh 4%, GLP1R inv ag 20%, MmCpn inh -2%, Abeta rescue 31%, aSyn yeast inh -2%, HEK293 tox 81%[activator], PTHR1 agonist 9% and pAkt inh inactive.
Screening Cc1ccc2nc(N(CCN(C)C)C(=O)/C=C/c3cccs3)sc2c1 returned TDP-43 yeast inh -2%, GLP1R inv ag inconclusive, MmCpn inh -5%, Abeta rescue -15%, aSyn yeast inh -1%, HEK293 tox 18%, PTHR1 agonist inactive and pAkt inh inactive.
